# Source: PubChem
# hcDAF12 agonist: H. contortus DAF-12 activation, primary screen. HEK293 hcDAF-12 lit1-tk-luc reporter, luminescence; 0% DMSO, 100% Δ7-dafachronic acid. activation, % at 6.8 µM. 370,000 tested, 1.4% active. AID 652067;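 active = activation above the mean of all tested compounds plus 3 SD, cut at about 5.5% in these data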;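 note: 100% = response to 3 µM Δ7-dafachronic acid high control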
# PLC-beta3 inh: blocks human PLC-beta3 enzyme activity; Q01970; Purified PLC-beta3, fluorogenic substrate, fluorescence; inhibition, % at 12.2 µM; 370,000 tested, 0.18% active; in the data active = inhibition above about 11%;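 note: 0% = median of compound wells on plate and 100% = full blocker control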
# ADAM10 inh: inhibitors of human ADAM10; O14672; recombinant ADAM10, EDANS/DABCYL FRET peptide cleavage, 3 h; inhibition, % at 7 µM; 370,000 tested, 0.62% active;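 active = inhibition above a per-campaign cutoff equal to the mean of compounds falling between control-based bounds plus 3 SD, cut at about 20% in these data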;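 note: 0% = DMSO wells while the 100% control is not disclosed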
# PLC-gamma1 inh: blocks human PLC-gamma1 enzyme activity; inhibition, % at 12.2 µM; AID 720700; 370,000 tested, 0.84% active; P19174; purified PLC-gamma1, fluorogenic substrate, fluorescence; in the data active = inhibition above about 9.5%
# DAX1 inh-1: inhibits human nuclear receptor DAX1. P51843. HEK293 Gal4-DAX1 luciferase reporter, luminescence. inhibition, % at 6.75 µM. 340,000 tested, 0.99% active. AID 504766;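 active = inhibition above the mean over all tested compounds plus 3 SD, cut at about 4.2% in these data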;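 note: 0% = DAX1-transfected cells with DMSO and 100% = empty-vector control cells with DMSO; inhibition shows as a rise in luminescence from relieved DAX1 repression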
# Target sequence (P51843 207-470 limits assumed): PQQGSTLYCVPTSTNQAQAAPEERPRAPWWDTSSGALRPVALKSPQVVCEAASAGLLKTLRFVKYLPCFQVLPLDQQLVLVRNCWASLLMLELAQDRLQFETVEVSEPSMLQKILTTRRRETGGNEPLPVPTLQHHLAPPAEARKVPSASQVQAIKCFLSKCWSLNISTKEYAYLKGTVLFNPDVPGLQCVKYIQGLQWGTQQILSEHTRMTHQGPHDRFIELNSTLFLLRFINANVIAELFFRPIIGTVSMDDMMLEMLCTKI
# HGIII-sPLA2 inh: Inhibits HGIII-sPLA2 liposome hydrolysis, primary screen; Q9NZ20; QFRET BODIPY PC-A2 liposome hydrolysis, fluorescence; inhibition, % at 12.2 µM; 370,000 tested, 0.56% active; AID 743126;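 active = inhibition above mean plus 3 SD of compounds lying within the high and low control bounds, cut at about 19% in these data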;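 note: 0% = median of test compound wells and 100% = no enzyme DMSO wells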
# ssDAF-12 act: activators of S. stercoralis DAF-12 nuclear receptor. HEK293 ssDAF-12/GRIP1 lit1-tk-luc reporter, luminescence; % of 3 µM dafachronic acid response. activation, % at 6.8 µM. 370,000 tested, 1% active;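 active = activation above the mean over all tested compounds plus 3 SD, cut at about 0.9% in these data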;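 note: 0% = DMSO-only wells and 100% = 3 µM delta7-dafachronic acid wells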
# GAA850 FXN act: increases GAA850 frataxin promoter reporter activity | 360,000 tested, 0.56% active | activation, % at 6 µM | AID 540364 | HEK293 lucGAA850 FXN promoter luciferase reporter, 24 h; percent of 10 µM SAHA response;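 active = activation above the average of all compounds screened plus 3 SD, cutoff fixed separately per campaign, cut at about 7.5% in these data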;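 note: 0% = DMSO wells and 100% = 10 µM SAHA wells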
# hgDAF12 agonist: hgDAF-12 agonism, primary luciferase screen; HEK293 GAL4-hgDAF12 UAS-luciferase reporter, agonist luminescence; normalized to butyrate control; activation, % at 6.8 µM; 370,000 tested, 1.8% active;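 active = activation above a cutoff set at the mean of all screened compounds plus 3 SD, cut at about 10% in these data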;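 note: 0% = DMSO wells and 100% = sodium butyrate wells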
# ADAM17 inh: inhibits human ADAM17 | P78536 | recombinant ADAM17, EDANS/DABCYL FRET peptide cleavage | inhibition, % at 6.95 µM | 370,000 tested, 0.83% active | AID 720648;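 active = inhibition above the mean of compounds lying between control limits plus 3 SD, set per campaign, cut at about 8.5% in these data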;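 note: 0% = DMSO-only wells as the low control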
# Target sequence (P78536 215-824 limits assumed): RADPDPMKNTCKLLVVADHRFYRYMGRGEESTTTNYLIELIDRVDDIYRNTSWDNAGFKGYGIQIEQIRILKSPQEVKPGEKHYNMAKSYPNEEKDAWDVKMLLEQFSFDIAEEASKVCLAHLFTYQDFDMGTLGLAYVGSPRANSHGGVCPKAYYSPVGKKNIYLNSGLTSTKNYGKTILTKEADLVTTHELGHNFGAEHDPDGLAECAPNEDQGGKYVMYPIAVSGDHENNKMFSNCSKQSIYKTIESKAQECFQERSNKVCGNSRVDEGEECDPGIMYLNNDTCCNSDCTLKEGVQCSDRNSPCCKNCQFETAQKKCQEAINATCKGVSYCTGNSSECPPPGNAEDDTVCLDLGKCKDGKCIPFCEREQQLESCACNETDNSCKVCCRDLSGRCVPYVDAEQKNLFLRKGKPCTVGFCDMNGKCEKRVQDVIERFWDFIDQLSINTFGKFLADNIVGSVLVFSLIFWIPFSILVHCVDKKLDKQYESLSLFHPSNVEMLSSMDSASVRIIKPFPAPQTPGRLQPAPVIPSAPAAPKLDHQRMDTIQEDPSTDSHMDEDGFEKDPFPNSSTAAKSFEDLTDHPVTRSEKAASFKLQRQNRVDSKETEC
# DAX1 inh-2: inhibitors of DAX1 repression of SF-1 activated StAR promoter. inhibition, % at 6.8 µM. HEK293T StAR-luciferase reporter, SF-1/DAX-1 repression relief. AID 652010. 370,000 tested, 1.1% active;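 active = inhibition above the mean over all tested compounds plus 3 SD, cut at about 3.6% in these data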;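 note: 0% = DAX-1 cells with DMSO and 100% = cells lacking DAX-1 with DMSO; higher inhibition means more luminescence from relief of DAX-1 repression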
# Starred values were filed as active, the others as inactive; i = inactive; . = not tested or not shown.
SMILES,hcDAF12 agonist,PLC-beta3 inh,ADAM10 inh,PLC-gamma1 inh,DAX1 inh-1,HGIII-sPLA2 inh,ssDAF-12 act,GAA850 FXN act,hgDAF12 agonist,ADAM17 inh,DAX1 inh-2
COc1nc(OC)nc(N2CCCCCC2)n1,-1.2,1,-4,0,-0.2,-5,-1.4,0.5,0.8,-6,0.3
CN(CC(=O)Nc1ccccc1C(F)(F)F)C(=O)CSc1nnc(-c2ccncc2)n1C,-1.3,-5,-7,-1,0.8,2,-1.4,0.2,-0.7,1,1.6
CC(C)C(NS(=O)(=O)c1cccs1)C(=O)NCc1ccccc1Cl (centres undefined),-1.6,4,-1,0,0.7,-2,-1.1,0.5,0.2,-1,-0.2
CC(=O)c1cccc(S(=O)(=O)N2CCN(CCOc3ccccc3)CC2)c1,-0.9,-7,-14,-3,-1.0,11,-0.7,0.1,-3.0,-3,-2.2
COc1ccc(C(=O)N[C@H](C(=O)NCc2ccco2)C(C)C)cc1,-1.2,-1,3,2,0.3,0,-1.2,-1.8,0.3,-3,-0.3
Oc1ccc(C2Nc3cccc4cccc(c34)N2)cc1,-1.2,-7,5,2,2.0,-4,-1.1,2.0,-1.1,-2,-0.4
COc1ccccc1N1CC(O)=C(c2nc3ccccc3s2)C1=N,-2.1,-31,-47,-22,1.3,-4,-1.6,7.6,-2.0,-14,-0.8
CCn1c(Cc2ccccc2)nnc1SCC(=O)Nc1nnc(-c2ccccc2)s1,1.6,-4,3,-1,-0.6,-4,-0.4,0.0,8.1,-2,0.3
COc1ccc(-c2[nH]nc3c2C(c2ccc(OC(=O)N4CCOCC4)cc2)C(C#N)=C(N)O3)cc1 (centres undefined),-0.5,-22,-9,-14,.,-29,-1.4,.,-0.8,-9,-0.6
CCC(C)NC(=O)CSC1=Nc2ccccc2C2=NC(CC(=O)NCc3ccccc3)C(=O)N12 (centres undefined),-1.8,-17,-305,-19,-0.7,-14,-1.7,1.4,4.2,-75,-0.5
O=C(Cc1ccsc1)NNC(=O)c1ccccc1O,4.7,-44,-104,-32,0.1,4,0.2,2.4,5.2,-37,1.2
CCCOc1ccc(N2C(=O)CC(NNC(=O)c3ccc(COc4ccccc4)o3)C2=O)cc1 (centres undefined),2.4,-3,6,-3,1.6,-12,-1.6,-1.2,0.6,2,0.4
COc1ccccc1-c1cc2nc(C)c(CCC(=O)NCc3ccc(F)cc3)c(C)n2n1,-2.0,-89,-49,-57,0.4,-6,-1.3,-0.5,-0.1,-14,0.8
COc1ccc(/C=C2\SC(=O)N(CC(=O)NCCCn3ccnc3)C2=O)cc1,1.2,-2,4,8,0.7,-7,0.2,3.6,3.0,-4,0.4
COc1cccc(CN2CC(C(=O)NCCOc3ccccc3)CCC2=O)c1 (centres undefined),-1.3,-2,11,3,0.4,-1,-0.6,1.1,-2.2,-1,0.2
O=C(O)CSc1nnc(-c2ccncc2)n1Cc1ccccc1,1.4,6,-9,6,0.4,14,-0.7,0.6,-0.7,-8,-0.1
CC(C)c1cc(C(=O)NC2CCCCCC2)c2ccccc2n1,-1.7,2,-12,0,-1.7,15,-1.3,-1.0,-0.1,-2,-0.7
Cc1ccc(C)c(OCCC(=O)OCC(=O)N2CCN(c3ccccc3)CC2)c1,0.8,-9,1,5,1.3,-12,-1.2,2.3,2.2,-3,-0.5
CC1(C)CC(=O)C(=CN2CCOCC2)C(=O)C1,0.6,-1,1,0,0.1,-4,-1.0,-0.5,-0.6,0,0.2
C[C@H]1CCCN1c1ccc2c(c1)O[C@H]1CCN(C1)S2(=O)=O,-3.3,-3,-6,-1,.,5,-1.4,.,-0.2,-4,-1.5
CC(=O)Nc1cccc(NC(=O)COc2ccc3c(c2)CCC3)c1,3.2,1,-1,0,0.2,-2,0.3,2.1,3.7,-2,0.2
Cc1[nH]n2c(=O)c3c(nc2c1-c1ccc(F)cc1)CCCC3,0.9,0,-1,-1,.,-1,-0.9,-0.6,4.4,-2,0.3
CC(=O)c1cccc(NC(=O)NC2CCCCCCC2)c1,2.7,-24,-14,-12,1.3,-4,-1.0,0.3,0.4,-2,0.1
CCc1cccc(CC)c1NC(=O)COC(=O)c1ccc(F)c(S(=O)(=O)N(CC)CC)c1,0.2,1,0,1,1.0,5,0.5,4.0,2.5,3,1.0
C/C(=N\NC(=O)c1ccccc1O)c1ccc(Br)s1,-0.5,-14,5,-15,-0.1,-5,-1.1,2.7,11*,3,1.1

# 3 of the entries above in order of their number in PLC-gamma1 inh, highest first.
SMILES	hcDAF12 agonist	PLC-beta3 inh	ADAM10 inh	PLC-gamma1 inh	DAX1 inh-1	HGIII-sPLA2 inh	ssDAF-12 act	ADAM17 inh	DAX1 inh-2
CCc1cccc(CC)c1NC(=O)COC(=O)c1ccc(F)c(S(=O)(=O)N(CC)CC)c1	0.2	1	0	1	1.0	5	0.5	3	1.0
COc1nc(OC)nc(N2CCCCCC2)n1	-1.2	1	-4	0	-0.2	-5	-1.4	-6	0.3
CC(=O)c1cccc(S(=O)(=O)N2CCN(CCOc3ccccc3)CC2)c1	-0.9	-7	-14	-3	-1.0	11	-0.7	-3	-2.2

# Following part
SMILES,hcDAF12 agonist,PLC-beta3 inh,ADAM10 inh,PLC-gamma1 inh,DAX1 inh-1,HGIII-sPLA2 inh,ssDAF-12 act,GAA850 FXN act,hgDAF12 agonist,ADAM17 inh,DAX1 inh-2
Cc1cc(C)c2c(N)c(C(=O)Nc3ccc(C)c(C)c3)sc2n1,8.3*,i,i,i,8.0*,9,1.6*,4.2,9.7,-220,2.7
Cc1ccc(NC(=O)C(NC2CCCc3ccccc32)c2ccccc2)c([N+](=O)[O-])c1 (centres undefined),2.7,-5,7,-2,-0.4,5,-1.2,9.6*,7.1,0,-0.4
Cc1cccc(N(CC(=O)NC2CCCCC2)C(=O)Cn2nnc(-c3ccc(C)o3)n2)c1,-0.7,-5,3,0,-1.6,-10,-2.0,-2.4,-4.7,-1,-0.1
COC(=O)c1ccc(CSc2ccc3nnc(-c4ccc(F)cc4)n3n2)o1,-2.1,-18,-13,-17,-2.2,-3,-1.6,2.1,-1.0,-1,0.0
O=C(NNC(=S)Nc1ccccc1Cl)c1ccccc1Cl,4.8,-7,8,-2,2.1,26*,0.3,3.7,10,1,11*
COc1ccc(C(=O)NC(=S)NCCO)cc1Br,-0.2,2,9,7,-1.8,0,-1.1,-0.1,-0.1,0,-0.6
C=CCOC(=O)CCC(=O)Nc1cc(OC)nc(OC)n1,-0.1,0,0,3,0.1,-1,-1.1,3.0,0.2,-3,0.8
CN(c1ccccc1)S(=O)(=O)c1cccc(C(=O)NCCc2c[nH]c3ccccc23)c1,-0.5,-8,12,0,-0.6,-74,-1.3,1.4,0.2,4,-1.0
CCCC(=O)C1=C(O)C(C(=O)OC)C(C)(C)CC1=N (centres undefined),-1.0,1,-3,-1,-0.6,0,-1.2,0.6,-2.4,3,-1.1
Cc1cc(N/C=C\c2nnnn2-c2ccccc2)no1,1.3,-2,-1,0,0.7,-3,-0.3,2.2,5.8,1,-0.7
O=c1[nH]c2cc3c(cc2cc1CN(Cc1nnnn1CC1CCCO1)C1CCCC1)OCO3 (centres undefined),-0.7,-32,-19,-25,0.5,9,-1.5,2.6,0.8,-13,-0.4
O=C(CNC(=O)C(c1ccccc1)c1ccccc1)N/N=C/c1ccc(O)cc1O,-3.0,-15,-12,-4,-1.9,-30,-1.7,-1.8,-3.3,-8,-1.3
CN(C(=O)CCNC(=O)Cn1cnc2ccccc2c1=O)c1ccccc1F,-3.2,-5,7,-3,-0.3,3,-1.3,2.5,0.5,-3,-0.2
O=S(=O)(c1ccc2nc(-c3ccco3)c(-c3ccco3)nc2c1)N1CCOCC1,-1.4,-35,-19,-11,-0.9,7,-1.3,-0.6,6.0,-6,-0.2
Cc1cc(NC(=O)CSc2nc(-c3ccc(Cl)cc3)cs2)no1,-1.8,2,-4,0,1.2,5,-0.8,-2.0,0.0,-3,-0.5
CCC1CCCCN1C(=S)NC(=O)c1cccc([N+](=O)[O-])c1 (centres undefined),0.8,-10,-2,-3,0.0,14,-0.3,0.0,0.2,-1,-1.9
O=[N+]([O-])c1cccc(NC(=S)N2CCOCC2)c1,-0.4,2,-6,2,0.1,3,-1.2,1.2,-1.7,0,0.2
O=C(Nc1ccccc1N1CCOCC1)c1ccco1,-0.6,3,12,2,0.8,-3,-1.6,1.1,-1.6,0,0.6
CCN1C(=O)NC(c2cccnc2)C(C(=O)OC)=C1C (centres undefined),-1.0,3,0,3,2.0,1,-1.1,-0.1,1.1,-4,0.1
O=C(c1ccco1)N1CCN(C(=O)C2c3ccccc3Oc3ccccc32)CC1,-1.7,-2,4,2,0.0,-6,-1.4,0.4,-0.8,-3,-0.5
CCCCCCn1c(SCC(=O)OC)nc2c1c(=O)[nH]c(=O)n2C,1.1,0,-1,0,0.2,-4,-1.1,1.3,-0.2,-3,-0.1
COCCCNC(=S)N(CCCO)Cc1cc2cc3c(cc2[nH]c1=O)OCCO3,0.5,-44,-416,-34,2.9,9,-0.9,1.8,1.2,-110,0.2
O=C(NC1CCCC1)C(c1ccccc1F)N(C(=O)c1csnn1)c1ccccc1 (centres undefined),-0.3,-2,-4,-1,1.0,-3,-0.9,-0.4,0.2,-1,0.1
O=C(CN1CCN(c2ccc(F)cc2)CC1)Nc1cc(C(F)(F)F)ccc1Cl,0.7,2,2,-2,0.2,1,-1.0,-1.8,-0.1,-5,0.7
CCn1cc(C(=O)OCC(=O)NCc2ccc3c(c2)OCO3)c(=O)c2ccc(C)nc21,-1.4,6,5,7,-0.8,1,-0.6,-1.1,3.3,-1,-1.5
SMILES,hcDAF12 agonist,PLC-beta3 inh,ADAM10 inh,PLC-gamma1 inh,DAX1 inh-1,HGIII-sPLA2 inh,ssDAF-12 act,GAA850 FXN act,hgDAF12 agonist,ADAM17 inh,DAX1 inh-2
O=C(O)C1C2C=CC(C3CC23)C1C(=O)N1CCc2ccccc21 (centres undefined),5.4,-14,-7,-9,0.5,-7,-0.1,-0.1,-0.6,-2,0.2
C[C@@H]1CN([C@@H](C)CO)C(=O)CCCn2nncc2CO[C@H]1CN(C)S(=O)(=O)c1cccs1,-1.1,5,-8,1,-0.1,2,-1.4,-2.1,0.6,1,-0.7
CC(=O)Nc1nc(-c2ccccc2)cc(-c2ccco2)c1C#N,-0.6,-412,i,-331,0.0,-3,-0.8,2.1,2.1,i,-0.4
COc1cc(-c2nc3ccc4ccccc4c3c3c2CCC3)ccc1O,-0.2,-11,-5,-8,0.5,6,-1.1,0.0,-1.3,-2,0.3
CC1=CC(C)=Nc2ccccc2N1,5.6*,-13,-11,-10,0.8,1,2.1*,7.9*,11*,-7,3.0
CC(C)(C)n1nc2c(c1NC(=O)c1cc3ccccc3o1)CSC2,-1.2,-6,6,-3,0.0,6,-1.8,1.0,1.8,2,1.1
COc1ccc(-c2nc(CN3CCCCC3CCc3ccccn3)c(C)o2)cc1 (centres undefined),0.1,-6,-18,-7,-0.4,-4,-0.7,1.5,3.5,-4,0.4
Cn1cnc([N+](=O)[O-])c1SCC(=O)NN,-1.0,-1,-1,4,0.3,-3,-1.5,2.6,-1.4,-3,0.4
CCOc1ccc(-n2c(=S)sc3c(=O)[nH]c(SCC(=O)C(C)(C)C)nc32)cc1,1.0,2,10,4,0.7,-18,-1.5,2.3,-2.4,1,1.1
